Cav3 T inh: Cav3.2 calcium influx blockers – cell-based, Fluo-4 calcium fluorescence, FDSS, MLSMR library, primary screen; Voltage-dependent T-type calcium channel subunit alpha-1H (Homo sapiens), O95180; Cav3.2-expressing cells; hits give low values; B-score at 10 µM; 100,000 compounds, 4% hits;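 active = single-dose well whose peak fluorescence ratio is a statistical outlier from its plate by either plate-standardised score or position-corrected B-score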
Target sequence (O95180 whole entry, looked up): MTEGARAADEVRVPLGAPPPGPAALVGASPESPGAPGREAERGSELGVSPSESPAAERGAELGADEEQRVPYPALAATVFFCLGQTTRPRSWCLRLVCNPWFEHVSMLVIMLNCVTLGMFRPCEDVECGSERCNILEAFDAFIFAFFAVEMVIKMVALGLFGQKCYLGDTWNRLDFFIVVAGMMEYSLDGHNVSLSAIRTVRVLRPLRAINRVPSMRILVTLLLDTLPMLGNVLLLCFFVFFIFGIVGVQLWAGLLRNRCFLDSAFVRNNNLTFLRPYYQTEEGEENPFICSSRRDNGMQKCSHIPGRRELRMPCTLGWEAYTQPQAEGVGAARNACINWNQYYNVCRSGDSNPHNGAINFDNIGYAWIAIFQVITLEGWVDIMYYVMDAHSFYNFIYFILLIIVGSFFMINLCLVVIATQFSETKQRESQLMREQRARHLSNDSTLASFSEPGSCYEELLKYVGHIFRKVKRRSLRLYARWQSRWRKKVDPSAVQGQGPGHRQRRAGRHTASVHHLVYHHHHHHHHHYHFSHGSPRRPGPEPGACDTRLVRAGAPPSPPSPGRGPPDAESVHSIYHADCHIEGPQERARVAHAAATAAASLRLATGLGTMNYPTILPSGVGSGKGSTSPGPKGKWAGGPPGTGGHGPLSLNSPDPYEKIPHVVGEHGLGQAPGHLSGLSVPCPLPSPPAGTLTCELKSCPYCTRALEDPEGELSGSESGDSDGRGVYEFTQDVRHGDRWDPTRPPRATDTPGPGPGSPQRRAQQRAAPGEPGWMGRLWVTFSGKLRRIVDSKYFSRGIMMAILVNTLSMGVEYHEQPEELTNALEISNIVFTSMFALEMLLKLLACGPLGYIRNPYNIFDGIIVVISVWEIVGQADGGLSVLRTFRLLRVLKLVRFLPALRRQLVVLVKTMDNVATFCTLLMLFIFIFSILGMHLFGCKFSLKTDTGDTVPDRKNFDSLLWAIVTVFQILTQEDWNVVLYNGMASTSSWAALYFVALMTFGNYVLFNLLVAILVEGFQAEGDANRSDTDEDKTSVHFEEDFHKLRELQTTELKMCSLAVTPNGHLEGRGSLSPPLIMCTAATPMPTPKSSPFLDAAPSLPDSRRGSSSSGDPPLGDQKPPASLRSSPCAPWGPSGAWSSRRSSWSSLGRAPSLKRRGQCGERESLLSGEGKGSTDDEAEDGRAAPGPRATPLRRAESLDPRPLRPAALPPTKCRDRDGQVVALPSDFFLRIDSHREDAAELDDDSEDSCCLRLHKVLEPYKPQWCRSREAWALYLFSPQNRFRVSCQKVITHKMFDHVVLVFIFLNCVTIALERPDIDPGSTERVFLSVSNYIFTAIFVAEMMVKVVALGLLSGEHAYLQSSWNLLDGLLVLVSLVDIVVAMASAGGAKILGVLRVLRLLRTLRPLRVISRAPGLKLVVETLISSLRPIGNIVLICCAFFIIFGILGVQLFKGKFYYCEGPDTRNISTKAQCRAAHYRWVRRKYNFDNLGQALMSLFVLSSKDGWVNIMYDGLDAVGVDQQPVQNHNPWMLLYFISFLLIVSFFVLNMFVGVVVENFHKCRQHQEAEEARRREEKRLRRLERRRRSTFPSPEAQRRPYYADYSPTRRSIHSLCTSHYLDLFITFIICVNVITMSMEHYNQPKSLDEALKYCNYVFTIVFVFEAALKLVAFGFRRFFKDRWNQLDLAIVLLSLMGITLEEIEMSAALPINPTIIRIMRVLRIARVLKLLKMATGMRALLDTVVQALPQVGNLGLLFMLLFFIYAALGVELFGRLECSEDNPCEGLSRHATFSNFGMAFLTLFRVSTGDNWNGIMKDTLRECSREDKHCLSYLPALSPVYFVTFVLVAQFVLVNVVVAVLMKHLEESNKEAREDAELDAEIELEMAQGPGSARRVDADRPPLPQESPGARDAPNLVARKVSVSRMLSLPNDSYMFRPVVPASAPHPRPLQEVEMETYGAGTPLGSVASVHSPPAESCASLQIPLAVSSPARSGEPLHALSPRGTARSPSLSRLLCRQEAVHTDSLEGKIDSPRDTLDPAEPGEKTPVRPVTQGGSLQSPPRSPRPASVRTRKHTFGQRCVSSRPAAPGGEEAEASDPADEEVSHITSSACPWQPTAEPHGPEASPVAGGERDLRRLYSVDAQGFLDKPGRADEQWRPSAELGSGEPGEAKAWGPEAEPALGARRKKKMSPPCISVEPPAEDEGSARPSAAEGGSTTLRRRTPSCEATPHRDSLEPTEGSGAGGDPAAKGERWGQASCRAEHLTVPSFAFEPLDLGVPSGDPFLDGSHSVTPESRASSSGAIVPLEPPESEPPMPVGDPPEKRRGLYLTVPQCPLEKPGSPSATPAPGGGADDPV
Numbers without * were called inactive.

compound,Cav3 T inh
Cn1c2c(c(=O)n(C)c1=O)C(CC(=O)Nc1ccccc1)C(=O)N2 (stereo not given),0.085
CN1CCc2c(sc3c2C(=O)NC(c2cn(Cc4ccccc4)c4ccccc24)N3)C1 (stereo not given),0.14
COC(=O)CNC(c1ccccc1)c1cc(C)ccc1NC(=O)CNC(=O)OCc1ccccc1 (stereo not given),-7.2*
CCc1cc2c(NC(C(=O)O)C(C)C)ncnc2s1 (stereo not given),1.2
COc1cc2c(cc1NC(=O)/C=C/c1ccccc1)oc1ccccc12,-1.1
CC(C)n1cnc2c(N(C)c3cccc(Cl)c3)nc(N(CCO)CCO)nc21,0.11
Clc1nc2ccccc2cc1-c1nnn(-c2ccccc2Br)n1,-1.8
O=C(O)c1ccc(NC(=S)NC(NC(=O)c2ccco2)C(Cl)(Cl)Cl)cc1 (stereo not given),-4*
COc1ccc(NC(=O)c2ccc(-c3ccccc3C(F)(F)F)o2)cc1,-1.8
CCOC(=O)c1[nH]c2cc(OC)c(OC)cc2c1NC(=O)CN1CCN(c2ccc(OC)cc2)C(C)C1 (stereo not given),-5.4*
COc1ccc(N2CC(C(=O)NCCCN3CCOCC3)CC2=O)cc1 (stereo not given),-0.023
O=S1(=O)CCOC[C@H](Cc2ccccc2)N1Cc1ccccc1,-0.016
O=C(Nc1cccc(-c2nnc(-c3ccco3)o2)c1)C(c1ccccc1)c1ccccc1,-0.56
CCOC(=O)c1sc2nc(SCC#N)n(CC3CCCO3)c(=O)c2c1C (stereo not given),-0.47
COc1cc(-c2nc(-c3ccccc3)c(-c3cc([N+](=O)[O-])ccc3C)[nH]2)cc(OC)c1OC,-3.2
CCN(CC)c1ccc(/C=N/N2CCN(Cc3ccc(C)cc3)CC2)c(O)c1,0.0028
O=C(NCCN1CCOCC1)c1cc(-c2cccs2)on1,-0.046
O=c1cc(-c2ccccc2)nc2nc[nH]n12,0.83
O=C(NCCC1=CCCCC1)C1CCCN(S(=O)(=O)c2cnc[nH]2)C1 (stereo not given),-0.23
O=C(Cn1cnc2c(nnn2Cc2ccc(Cl)cc2)c1=O)N1CCN(c2ccccc2)CC1,-4.4*
CCC(C)Oc1ccccc1C1CC(=O)NC2=C1C(=O)CCC2 (stereo not given),0.69
COC(=O)C(Cc1ccc(OC(=O)c2ccc(C(F)(F)F)cc2)cc1)N1Cc2ccccc2C1=O (stereo not given),-0.84
COc1ccc(CNc2ccc(C)cc2)cc1Br,-1.7
CCOC(=O)C1CCCN(CC(=O)Nc2c(C(=O)OC)[nH]c3ccc(C)cc23)C1 (stereo not given),-1
COc1ccc(C(=O)c2c(C(F)(F)F)oc3c2C(=O)c2ccccc2C3=O)cc1,-1.4
Cc1cc(Cl)cc2c1NC(=O)[C@]21[C@@H]2C(=O)N(Cc3ccccc3)C(=O)[C@@H]2[C@@H]2CCCN21,-1.6
COc1ccc(N(CC(=O)N2CC=C(c3ccccc3)CC2)S(=O)(=O)c2c(C)noc2C)cc1,-1
CCN1CCCC1CNC(=O)Cn1cccc1C(=O)c1ccccc1 (stereo not given),0.83
CC(/C=N/NC(=O)Cc1cc(=O)[nH][nH]1)=C\c1ccccc1,-0.26
Cc1ccc(SCC2(O)CCN(C(=O)c3ccc(Cl)cc3)CC2)cc1,-3.2

More compounds.
compound,Cav3 T inh
OC(CCCN1CCC(O)(c2ccc(Cl)cc2)CC1)c1ccc(F)cc1 (stereo not given),-1.3
CCS(=O)(=O)N1CCN(CC2CC3C=CC2C3)CC1 (stereo not given),-0.064
O=c1[nH]c(=O)n(CCOc2ccc(Cl)cc2)cc1Br,0.43
CCOC(=O)CS(=O)(=O)c1nc(-c2ccccc2)cc(C(F)(F)F)n1,0.96
CCCc1cc(=O)[nH]c(SCC(=O)N2CCC(C(=O)OCC)CC2)n1,0.41
CC(C)NC(=O)c1onc(CSc2cccc(Cl)c2)c1C(=O)O,0.023
O=C(CSc1nnc(-c2ccco2)n1Cc1ccccc1)NC(=O)NCc1ccccc1,0.47
COc1ccc(Nc2nc3ccccc3n3nnnc23)cc1,-2.7
O=C(Cn1c(SCC(=O)N2CCc3ccccc32)nc2ccccc21)NC1CCCC1,-0.5
COC(=O)C1C(=O)/C(=C(/C)N2CCCC2)C(=O)CC1(C)C (stereo not given),0.00037
Nc1nc(CN2CCN(Cc3ccccc3)CC2)nc(Nc2ccc3c(c2)OCCO3)n1,-0.2
COc1ccc(Nc2nnc(SCC(=O)Nc3cc(C)on3)s2)cc1,0.29
O=C(c1ccc(Cl)s1)N1CCCC1,0.41
COc1ccc(N2C(=O)C(Cl)=C(Nc3ccccc3O)C2=O)cc1,0.29
O=C1CC(c2ccccc2)n2nc(NC(=O)c3cccs3)nc2N1 (stereo not given),0.41
COCCn1c(C)cc(C(=O)COC(=O)c2c(C)nn(Cc3ccccc3)c2C)c1C,-5.9*
Cc1ccc(-c2nc3sc4c(c3c(=O)n2N)CCCC4)cc1,-0.71
COc1ccc(NC(=O)CCC(=O)Nc2nnc(C(F)(F)F)s2)c(OC)c1,-0.77
NC(=O)C1=C[C@H](c2ccc(C(F)(F)F)cc2)C[C@H](OCc2ccc(CO)cc2)O1,-1.6
Cc1occc1-c1n[nH]c(=S)n1CC(C)C,0.98
C=CCn1c(SCC(=O)/C(C#N)=C(\C)N)nc2sc(C)c(C)c2c1=O,0.092
O=C1/C(=C\c2cccnc2)SC(=S)N1C1CCS(=O)(=O)C1 (stereo not given),0.24
N#Cc1nc(Cc2cccc3ccccc23)oc1NCCN1CCOCC1,2
CCn1cc([N+](=O)[O-])c(C(=O)Nc2ccc(Cn3nc(C)cc3C)cc2)n1,1.2
Cn1c(COc2ccc3ccccc3c2)nnc1SCC(=O)O,0.48
CCN(CCC(=O)Nc1cc(OC)cc(OC)c1)Cc1ccccc1,2.7
CCN(CC)CCOC(=O)C1(C2CCCCC2)CCCCC1,-0.092
O=C(CCS(=O)CCC(=O)NCc1ccccc1)NCc1ccccc1,-0.12
Cc1cc(C)n(C(=O)c2cccc(S(=O)(=O)N3CCCC3)c2)n1,0.078
Cc1cc(NC(=O)C2CCCC2)n(-c2nc3ccccc3[nH]2)n1,-1.2

With a hit mark in Cav3 T inh, of those listed so far:
compound,Cav3 T inh
COC(=O)CNC(c1ccccc1)c1cc(C)ccc1NC(=O)CNC(=O)OCc1ccccc1 (stereo not given),-7.2*
O=C(O)c1ccc(NC(=S)NC(NC(=O)c2ccco2)C(Cl)(Cl)Cl)cc1 (stereo not given),-4*
CCOC(=O)c1[nH]c2cc(OC)c(OC)cc2c1NC(=O)CN1CCN(c2ccc(OC)cc2)C(C)C1 (stereo not given),-5.4*
O=C(Cn1cnc2c(nnn2Cc2ccc(Cl)cc2)c1=O)N1CCN(c2ccccc2)CC1,-4.4*
COCCn1c(C)cc(C(=O)COC(=O)c2c(C)nn(Cc3ccccc3)c2C)c1C,-5.9*

(next part)
compound,Cav3 T inh
O=c1oc2ccccc2n1Cc1ccccc1Cl,-0.35
N/C(Cc1cccs1)=N\OC(=O)COc1ccc(Br)cc1Cl,-0.0062
Cc1cccc(NC(=O)Nc2ccc(Oc3c(F)c(F)c(F)c(F)c3F)cc2)c1,-0.53
Cc1csc(NC(=O)C(NS(=O)(=O)c2ccc(Br)s2)c2ccccc2)n1 (stereo not given),-1.6
Cc1ccc(S(=O)(=O)NCC(=O)N2CCN(c3ccccn3)CC2)cc1,0.19
CCOC(=O)CNC1CC(=O)N(c2cccc(Cl)c2)C1=O (stereo not given),-0.43
COc1cc2nc(C3CCC3)n(NC(=O)C3CCCC(OC)C3)c(=O)c2cc1OC (stereo not given),0.54
Cc1cccc(C(=O)O/N=C2\CCCc3ccccc32)c1,-1.7
COc1ccc(C)cc1S(=O)(=O)N1CCCC(C(=O)NCC2CCCO2)C1 (stereo not given),0.24
Cc1cc(Cl)ccc1OCCCC(=O)N1CCN(C)CC1,0.18
CC(C)N1CCN(c2ccncc2S(=O)(=O)N2CCOCC2)CC1,0.47
Cc1c(C(=O)N2CCN(c3ncccn3)CC2)sc2nc3n(c(=O)c12)CCCC3,0.08
COCCn1c(C)cc(C(=O)CSc2nc(C)nc3sc4c(c23)CCC4)c1C,0.0025
O=C(NCc1nc2ccccc2[nH]1)C1=C[C@@H](c2ccccc2)C[C@@H](OCCCCO)O1,-1.6
c1ccc(Cn2c(Sc3nnnn3-c3ccccc3)nnc2-c2ccccc2)cc1,-1.5
O=C(Cn1nc(Cl)nc1Cl)Nc1ccccc1,-0.019
O=S(=O)(NCC(c1cccnc1)N1CCN(c2ccc(F)cc2)CC1)c1ccc(F)cc1 (stereo not given),-3.2
C=CCC(C#Cc1ccc(C)cc1)N(CC)CC (stereo not given),0.31
COc1ccc(CC(=O)N2CC3(C)CC2CC(C)(C)C3)cc1OC (stereo not given),-0.64
Cc1ccc(N2CC(C(=O)Nc3ccc4c(c3)OCCO4)CC2=O)cc1 (stereo not given),0.15
CCN(C(=O)c1ccc2c(Cl)c3c(nc2c1)CCC3)c1cccc(C)c1,-5.6*
COc1ccc(CCNc2oc(COc3ccc(Br)cc3)nc2C#N)cc1OC,-3.4
Cc1cccc(NC(=O)COc2ccccc2C)n1,0.039
CCCn1c(=O)c(C(=O)Nc2ccccc2C(=O)OC)c(O)c2ccccc21,-2.3
O=C(O)CCN1C(=O)c2ccc(Oc3ccc4c(c3)C(=O)N(CCC(=O)O)C4=O)cc2C1=O,0.35
O=C(c1cnccn1)N(Cc1ccco1)C1(C(=O)NC2CCCC2)CCCCC1,-0.8
O=C(C1CCC(=O)N1Cc1ccccc1Cl)N1CCN(c2ccc(F)cc2)CC1 (stereo not given),-0.16
Cc1cc(C)c(C#N)c(SCC(=O)Nc2nnc(-c3ccccc3)s2)n1,-0.021
CC(C)(C)OC(=O)N1CC(O)CC1C(=O)OCC(=O)c1ccccc1 (stereo not given),0.068
Cc1ccc(Cn2ccc(=O)c(Cc3c(Cl)cccc3Cl)c2C)cc1,-1.7

Going on with the list:
| Structure | Cav3 T inh |
| --- | --- |
| c1ccc(CN(Cc2cccs2)C(c2cccs2)c2nnnn2C2CCCC2)cc1 (stereo not given) | -4.7 |
| O=C(Nc1ccc(Cl)cc1)N1CCc2[nH]c3ccccc3c2C1 | -6.4* |
| Cc1ccc(C)c(NS(=O)(=O)c2cc(C(=O)Nc3cccc(N(C)S(C)(=O)=O)c3)ccc2C)c1 | -4.4* |
| O=C(C1=C(O)/C(=C/c2ccc(O)cc2)CCC1)C(F)(F)F | -0.31 |
| C[N+](C)(C)CCN(Cc1ccc(Cl)cc1)c1ccccn1 | 0.7 |
| COc1ccc(C(=O)/C=C(\N)C(F)(F)F)c(O)c1 | 0.28 |
| c1ccc(Nc2nc(N3CCCC3)nc(N3CCCC3)n2)cc1 | -0.89 |
| CCC(=O)n1nc(-c2ccccc2)nc1N | -0.25 |

Some of the entries so far, field by field:
C[N+](C)(C)CCN(Cc1ccc(Cl)cc1)c1ccccn1
  Cav3 T inh: 0.7
COc1ccc(C(=O)/C=C(\N)C(F)(F)F)c(O)c1
  Cav3 T inh: 0.28

(continued)
| Structure | Cav3 T inh |
| --- | --- |
| COc1ccccc1C(=O)N1CCC(C(=O)c2ccc(F)cc2)CC1 | -0.086 |
| CCOc1ccc2c(c1)c1nnc(SCC(=O)N3CCCCC3C)nc1n2C (stereo not given) | 1.2 |
| O=C(NCC1CCCO1)C12CN(Cc3ccccc3)CC1C(c1cccc([N+](=O)[O-])c1)=NO2 (stereo not given) | 0.42 |
| CN1/C(=C\C(=O)COC(=O)Cn2nnc(-c3ccccc3)n2)C(C)(C)c2ccccc21 | -1.1 |
| Cc1cc(C)c2c(N)c(-c3nc4ccccc4[nH]3)sc2n1 | -0.6 |
| O=S(=O)(c1ccc(-c2nc3ccccc3s2)cc1)N1CCCC1 | -0.13 |
| O=C(COC(=O)COc1ccccc1Cl)Nc1ccccc1OC(F)F | 0.33 |
| COC(=O)c1ccccc1NC(=O)Cn1nnc(-c2ccc(OC)cc2)n1 | -0.22 |

(more compounds)
| Structure | Cav3 T inh |
| --- | --- |
| CCCC(=O)NC(=S)Nc1cccc(NC(=O)c2ccc(Cl)cc2Cl)c1 | -0.69 |
| C=C(Br)Cn1c(CC(C)C)nc2ccccc21 | -1.8 |
| c1ccc(CCc2nn3c(Cn4nnc5ccccc54)nnc3s2)cc1 | -0.54 |
| COC(=O)n1c(=O)oc2ccccc21 | -0.025 |
| CCCCOC(=O)c1cccc(NC(=O)CCC(=O)O)c1 | -0.082 |
| CS(=O)(=O)N(CC(=O)O)c1cc(Cl)cc(Cl)c1 | 0.85 |
| CCn1c2ccc(OC)cc2c2nc3ccccc3nc21 | -0.82 |
| FC(F)(F)c1ccc(N2CCN(c3cc(-c4ccccc4)nc4ncnn34)CC2)nc1 | -2 |

Taken from above:
Value for `CCn1c2ccc(OC)cc2c2nc3ccccc3nc21` under Cav3 T inh: -0.82
Value for `COC(=O)n1c(=O)oc2ccccc21` under Cav3 T inh: -0.025
Value for `C=C(Br)Cn1c(CC(C)C)nc2ccccc21` under Cav3 T inh: -1.8
Value for `CCCC(=O)NC(=S)Nc1cccc(NC(=O)c2ccc(Cl)cc2Cl)c1` under Cav3 T inh: -0.69

Next section
| Structure | Cav3 T inh |
| --- | --- |
| CCOC(=O)c1oc2ccccc2c1CN1CCN(c2ccccc2)CC1 | -4.8* |
| Cc1cc(C)cc(N2C(=O)CC(n3nc(C)cc3C)C2=O)c1 (stereo not given) | -0.068 |
| CCOC(=O)c1cnc(SCc2ccccc2)nc1N | -0.44 |
| O=C(CN1C(=O)C2C3C=CC(C3)C2C1=O)NCCc1ccccc1Cl (stereo not given) | 0.25 |
| CCOC(=O)Nc1ccc2c(c1)N(C(=O)CCN1CCN(C)CC1)c1ccccc1S2 | -0.021 |
| CCOCCCNS(=O)(=O)c1ccccc1 | -1.9 |
| COc1ccccc1N1CCN(/N=C/C=C\c2ccco2)CC1 | -0.8 |
| COc1ccc(N2CCN(C3CC(=O)NC3=O)CC2)cc1 (stereo not given) | 0.97 |

Following part:
| Structure | Cav3 T inh |
| --- | --- |
| CC1=CC(C)(C)Nc2ccc(OC(=O)C(C)N3C(=O)c4ccccc4C3=O)cc21 (stereo not given) | -0.071 |
| CCCC(C)NC(=O)c1cc(Cl)ccc1OC (stereo not given) | 0.32 |
| N/C(=N\OS(=O)(=O)c1ccc(Br)cc1)c1ccncc1 | 0.68 |
| O=c1c(Cl)c(NCCCO)cnn1-c1nc2ccccc2[nH]1 | 3.1* |
| O=C(CC(C(=O)O)C1CCCO1)NCc1ccccc1 (stereo not given) | -0.19 |

Only part of the results is shown; count on the stated rates, not on these rows.
